Vc quorum ag: induces V. cholerae light production without autoinducers. V. cholerae BH1578 lux reporter, luminescence, 6 h. activation, % at 18.7 µM. hit rate 0.16% among 350,000; in the data active = activation mostly above about 9.7%, no sharp cut-off; also: not every result past the cut was called active; inactives centre near 0; reference of the scale not given here
SARS 3CLpro inh: SARS-CoV 3CLpro protease inhibition; hit rate 0.14% among 290,000; inhibition, % at 6 µM; recombinant SARS-CoV 3CLpro, quenched FRET peptide cleavage; in the data active = inhibition above about 12%
Mtb FBA inh: inhibitors of M. tuberculosis fructose-bisphosphate aldolase | AID 588726 | hit rate 2.3% among 360,000 | inhibition, % at 1 µM | purified M. tuberculosis FBA, fluorescence read-out; in the data active = inhibition above about 27%;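 also: 0% = vehicle and 100% = reference inhibitor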
Target sequence (P9WQA3 whole entry, looked up): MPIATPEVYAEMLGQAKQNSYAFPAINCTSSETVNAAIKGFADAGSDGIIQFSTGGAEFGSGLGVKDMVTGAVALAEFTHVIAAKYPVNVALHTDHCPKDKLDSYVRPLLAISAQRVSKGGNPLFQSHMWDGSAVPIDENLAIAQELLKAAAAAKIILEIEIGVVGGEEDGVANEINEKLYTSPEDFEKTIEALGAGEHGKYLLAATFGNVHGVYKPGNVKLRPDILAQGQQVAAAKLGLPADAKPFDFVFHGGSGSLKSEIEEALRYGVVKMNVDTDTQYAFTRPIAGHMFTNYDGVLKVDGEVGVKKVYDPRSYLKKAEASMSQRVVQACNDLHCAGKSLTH
BioA inh: blocks M. tuberculosis BioA enzyme activity | purified M. tuberculosis BioA enzyme, plate reader | inhibition, % at 9.99 µM | hit rate 0.096% among 360,000 | AID 602481; in the data active = inhibition above about 40%
GDH-TPI inh: GDH-TPI coupled enzyme inhibition counter-screen. inhibition, % at 4.8 µM. hit rate 1.2% among 360,000. AID 588335. GDH-TPI coupled enzyme counterscreen, NADH absorbance; in the data active = inhibition above about 30%;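 also: 0% = DMSO wells and 100% = wells lacking the enzyme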
Rv3671c inh: Rv3671c (M. tuberculosis) protease inhibition; inhibition, % at 5.96 µM; hit rate 0.048% among 320,000; in the data active = inhibition above about 38%;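 also: extracellular domain of Rv3671c used as enzyme; 0% = enzyme with DMSO and 100% = no enzyme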
Target sequence (P9WHR9 whole entry, looked up, the tested form may be a part): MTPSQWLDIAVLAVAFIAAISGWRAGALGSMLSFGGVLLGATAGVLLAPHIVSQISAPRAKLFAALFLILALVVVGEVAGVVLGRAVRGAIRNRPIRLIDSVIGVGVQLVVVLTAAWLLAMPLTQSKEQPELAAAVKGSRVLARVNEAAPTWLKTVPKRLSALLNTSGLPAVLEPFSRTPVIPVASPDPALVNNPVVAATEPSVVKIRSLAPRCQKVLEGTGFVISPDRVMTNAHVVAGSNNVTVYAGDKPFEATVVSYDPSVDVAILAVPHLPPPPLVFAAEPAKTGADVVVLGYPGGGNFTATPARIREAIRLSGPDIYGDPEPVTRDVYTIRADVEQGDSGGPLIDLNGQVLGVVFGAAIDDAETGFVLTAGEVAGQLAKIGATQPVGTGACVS
PriA SSB inh: blocks PriA binding to SSB C-terminal tail. AlphaScreen SSBct-PriA binding, biotinylated peptide. inhibition, % at 33 µM. hit rate 0.6% among 430,000; in the data active = inhibition mostly above about 37%, no sharp cut-off; inactive = mostly below about 20%;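 also: plate controls were negative control peptide for no effect and reference peptide for full effect; strong numbers were not always called active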
MazF activator: activators of E. coli MazEF toxin-antitoxin RNase. P0AE70. FAM/BHQ RNA-DNA oligo cleavage fluorescence, 5 h. activation, % at 20 µM. hit rate 0.32% among 350,000; in the data active = activation above about 50%
Target sequence (P0AE70 whole entry, looked up): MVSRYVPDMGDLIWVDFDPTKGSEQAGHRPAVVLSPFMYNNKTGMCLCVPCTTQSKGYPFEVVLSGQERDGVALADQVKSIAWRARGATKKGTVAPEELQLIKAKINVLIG
DUSP3 inh: DUSP3 (human) phosphatase inhibition | P51452 | recombinant VHR phosphatase, pNPP absorbance | inhibition, % at 13.3 µM | hit rate 0.52% among 290,000; in the data active = inhibition above about 50%; also: some compounds called inactive have numbers as strong as hits
Target sequence (P51452 whole entry, looked up): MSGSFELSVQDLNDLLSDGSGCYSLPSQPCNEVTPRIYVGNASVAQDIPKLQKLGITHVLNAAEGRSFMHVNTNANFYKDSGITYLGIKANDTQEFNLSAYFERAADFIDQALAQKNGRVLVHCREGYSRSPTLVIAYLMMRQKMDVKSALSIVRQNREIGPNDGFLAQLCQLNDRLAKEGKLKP
UGM FP inh: inhibitors of M. tuberculosis UDP-galactopyranose mutase; P9WIQ1; purified UGM, fluorescence polarization probe displacement; inhibition, % at 10 µM; hit rate 0.06% among 320,000; AID 504406; in the data active = inhibition above about 10%, passing the limit was not always enough
An asterisk follows results filed as active; i = inactive; . = not tested or not shown. Some of the compounds tested, so the mix of outcomes need not match the whole.

SMILES | Vc quorum ag | SARS 3CLpro inh | Mtb FBA inh | BioA inh | GDH-TPI inh | Rv3671c inh | PriA SSB inh | MazF activator | DUSP3 inh | UGM FP inh
CCNC(=O)C1(C)CCN(C(=O)c2c(-c3ccccc3)noc2C)C1 (centres undefined) | -0.7 | . | -1 | -0.1 | -4 | . | . | . | . | .
Cn1c(=O)c2cc(NC(=O)NCc3ccc(Cl)cc3Cl)ccc2n1Cc1ccccc1 | -0.4 | . | 48* | -1.4 | 8 | . | . | . | . | .
COCCCNCCCOc1ccc(Cl)cc1C(C)(C)C | i | -4 | 7 | . | 6 | 5 | -5 | 9 | 5 | .
O=C1CN(CC(=O)NC(=O)NCc2ccccc2)CCN1 | -0.3 | 1 | 3 | . | 10 | 6 | 3 | 4 | -8 | 2.5
C=CCN1C=C/C(=C\C=C(C#N)C#N)c2ccccc21 | -0.2 | 1 | -1 | . | -4 | -228 | 36 | -54 | 5 | -0.6
CSc1nnc(CNC(=O)C23CC4CC(CC(C4)C2)C3)n1Cc1ccccc1 | -0.5 | 0 | -5 | . | -4 | 3 | 5 | 2 | -6 | -0.8
N#CCCN(C(=O)CO/N=C/c1cccc([N+](=O)[O-])c1)c1ccccc1 | -0.3 | 3 | 0 | . | 1 | 4 | . | 4 | 1 | -1.6
COc1cc2c(C#N)c(N3CCN(C)CC3)nc(N)c2c(N)n1 | . | 0 | 81* | 1.9 | 14 | -16 | . | . | 2 | -1.0
Cc1ccc2c(-c3csc(N)n3)c[nH]c2c1 | . | -9 | . | . | . | -12 | . | . | -9 | -1.2
CC1(C)CC(O)C(C(O)c2cccc([N+](=O)[O-])c2)C(C)(C)N1 (centres undefined) | -0.3 | -2 | 2 | . | 0 | 11 | -12 | -4 | -2 | -2.5
COc1cc2nc(CN3CCC(Cc4ccccc4)CC3)[nH]c(=O)c2cc1OC | 0.6 | 6 | 4 | -1.6 | -16 | -5 | -12 | 6 | 9 | 0.2
CCCCOc1ccc(C(NC(=O)OCC)NC(=O)OCC)cc1 | -0.6 | 0 | -3 | -1.0 | 6 | 5 | -7 | 3 | -13 | -1.1
CC1CCN(c2ccc(NC(=O)C3CCCN3S(=O)(=O)c3ccc(F)cc3)cc2)CC1 (centres undefined) | i | . | 2 | 2.7 | -7 | 10 | 10 | 0 | . | 4.0
C/C=C\C=C/C(=O)Nc1cccc(C2=NOC3(C2)C[C@@H](C(N)=O)N(C(=O)COc2ccc(Cl)cc2)C3)c1 (some centres undefined) | 0.0 | . | 2 | 0.3 | 3 | -42 | 6 | -6 | -12 | -2.3
COc1cc(C(=O)OCC(=O)NCc2ccc(F)cc2)ccc1OCC(C)C | -3.6 | 0 | -1 | -1.3 | 7 | 3 | -6 | 6 | 29 | 1.1
CCOc1cccc(CN2CCCC(N3CCN(c4cccc(Cl)c4)CC3)C2)c1O (centres undefined) | i | -1 | -4 | -0.6 | 6 | -2 | 14 | -7 | 12 | 1.6
COc1cnn(-c2ccc(C)cc2)c(=O)c1Br | -0.6 | 2 | -2 | . | 0 | -7 | -3 | 4 | -3 | 1.3
CC(C)CN(C(=O)COC(=O)c1nc(Cl)ccc1Cl)c1c(N)n(Cc2ccccc2)c(=O)[nH]c1=O | -0.2 | 0 | 4 | 0.0 | 4 | -3 | -7 | -3 | 5 | 0.6
CCOC(=O)C1=C(N)n2c(s/c(=C\c3ccco3)c2=O)=C(C(=O)OCC)C1c1ccco1 (centres undefined) | -2.9 | 5 | -1 | 0.1 | 11 | -6 | . | 0 | 3 | -0.9
CN(C)C(=O)c1c(C(F)(F)F)nn(C)c1Cl | i | 2 | 1 | . | -11 | 2 | -16 | 3 | 2 | -2.0
Cc1nn(CC(=O)NCCCN2CCOCC2)c(C)c1[N+](=O)[O-] | -0.3 | -5 | -1 | . | 12 | 1 | 4 | 0 | -2 | 0.4
COc1ccc(-c2c[n+]3c4n2CCCCC4=C(c2ccc(Br)cc2)C3)cc1 | i | 3 | 75* | -0.1 | 8 | 3 | 35 | 15 | 10 | 1.8
CCN(CC)CCNC(=O)c1ccc(Cl)c(S(=O)(=O)N2CCCCCC2)c1 | i | -6 | 2 | 0.1 | 5 | 1 | -11 | 1 | 27 | -0.4
CC(C)[C@H](NC(N)=O)C(=O)Nc1cccc([N+](=O)[O-])c1 | -0.3 | 2 | 2 | . | 0 | 1 | -3 | 1 | 18 | 0.8
COc1ccccc1CCNC(=O)C1CCC(=O)N(C2CCCCCC2)C1 (centres undefined) | -0.8 | -6 | 0 | -0.7 | -1 | . | -8 | -2 | 15 | -3.0

Two consecutive entries out of the list so far:
SMILES | Vc quorum ag | SARS 3CLpro inh | Mtb FBA inh | BioA inh | GDH-TPI inh | Rv3671c inh | PriA SSB inh | MazF activator | DUSP3 inh | UGM FP inh
CCNC(=O)C1(C)CCN(C(=O)c2c(-c3ccccc3)noc2C)C1 (centres undefined) | -0.7 | . | -1 | -0.1 | -4 | . | . | . | . | .
Cn1c(=O)c2cc(NC(=O)NCc3ccc(Cl)cc3Cl)ccc2n1Cc1ccccc1 | -0.4 | . | 48* | -1.4 | 8 | . | . | . | . | .

Other records follow.
SMILES | Vc quorum ag | SARS 3CLpro inh | Mtb FBA inh | BioA inh | GDH-TPI inh | Rv3671c inh | PriA SSB inh | MazF activator | DUSP3 inh | UGM FP inh
CCOC(=O)c1ccccc1OC(=O)NNc1ccccc1 | i | . | 1 | -0.5 | 4 | . | -5 | 14 | . | .
COC(=O)c1ccc(NC(=O)CSc2nnc(C)n2CC2CCCO2)cc1 (centres undefined) | i | -2 | 1 | 3.4 | -6 | 7 | -1 | 3 | -4 | -2.6
CN(C)S(=O)(=O)CC12CCC(CC1=O)C2(C)C (centres undefined) | 8.2 | -3 | 5 | 1.9 | -3 | 11 | -3 | -4 | -9 | 0.5
Cn1c(SCc2nc3ccccc3c(=O)[nH]2)nc2ccccc21 | i | 3 | 2 | . | -6 | 0 | -8 | 3 | -22 | -1.0
Cc1cc(C(=O)Nc2cccnc2Cl)on1 | i | -1 | 0 | 0.7 | -6 | 2 | -15 | -2 | 6 | 2.0
CCOc1ccc(S(=O)(=O)/N=C(/Nc2ccc(S(N)(=O)=O)cc2)c2ccccc2)cc1 | i | . | -2 | 6.8 | -2 | 0 | . | -3 | . | 2.9
COc1ccc2[nH]c3c(c2c1)CCN1C(=O)C(CC(=O)NCCCn2ccnc2)C[C@H](C(=O)N2CCCCC2)[C@@]31CCc1ccccc1 (some centres undefined) | -1.0 | . | -1 | -0.2 | 5 | . | 31 | 3 | . | .
CCC1CCc2c(sc3ncnc(N4CCOCC4)c23)C1 (centres undefined) | i | 2 | 120* | 6.4 | -3 | -8 | -7 | 5 | 27 | -1.9
C/C(=N/O)c1cc(C(C)(C)C)c(O)c(C(C)(C)C)c1 | i | 7 | -3 | 0.3 | 0 | 4 | . | 10 | 28 | -1.7
CCOc1ccc(C(=O)OC2CCCN(C)C2)cc1 (centres undefined) | -0.1 | -6 | -2 | -1.2 | 18 | 4 | -14 | 6 | 1 | 1.7
O=C1CCC/C(=N/NC(=O)c2sc3ccccc3c2Cl)C1 | -0.2 | -1 | 1 | . | 55* | -7 | . | -124 | 15 | 0.2
CCN1CCN(c2ccc(S(=O)(=O)N3CCCCC3)cc2NC(=O)c2ccc(OC(F)F)cc2)CC1 | -0.3 | . | 2 | -1.1 | 4 | 6 | -2 | 2 | . | 2.7
Cc1onc(-c2ccccc2Cl)c1C(=O)Nc1cccc(S(=O)(=O)N2CCOCC2)c1 | i | . | -3 | -0.3 | -9 | 2 | -7 | 3 | . | -2.0
Cc1csc(NC(=O)c2ccc(Cl)cc2[N+](=O)[O-])n1 | 0.9 | 0 | 4 | 1.5 | 4 | 5 | 1 | 5 | 2 | 0.1
O=C(NN1C(=O)C2C3C=CC(C3)C2C1=O)c1cccc(Cl)c1 (centres undefined) | -0.3 | 1 | 1 | . | -4 | 3 | -7 | 4 | -14 | 1.6
CSc1ccc(CN2CCC(N3CCC(C(=O)NC4CC4)CC3)CC2)cc1 | -0.4 | . | 1 | -4.2 | 24 | . | . | -6 | . | .
COc1ccc(CCC(=O)N2CCN(C(=O)c3ccccc3)CC2)cc1 | i | 3 | 3 | 4.5 | -3 | -7 | -3 | 6 | 2 | -1.0
Cc1ccc(S(=O)(=O)NCCC2=CCCCC2)cc1C(N)=O | i | -4 | -2 | 1.6 | 5 | -6 | -6 | -2 | 2 | 0.0
CCc1ncc(C(O)c2ccc(Cl)cc2)n1Cc1ccccc1 (centres undefined) | -0.2 | . | 2 | -0.7 | -3 | . | . | 1 | . | .
O=C(Cn1cc2c(n1)CCCC2)Nc1cc(-c2cccc(Cl)c2)no1 | i | 5 | -1 | -0.7 | 3 | -7 | -12 | 3 | -10 | 1.7
Cc1cc(=O)n(CC(C)C)c(O)c1C#N | -0.7 | 5 | 2 | -2.9 | 16 | -4 | 15 | -80 | -1 | 0.0
COc1ccccc1CN1CCNC(=O)C1CC(=O)NCCCN1CCCC1=O (centres undefined) | -0.4 | -1 | 0 | 0.2 | 3 | -5 | 13 | 6 | 9 | 1.8
O=C(CSc1ccccc1)NCCc1ccc(F)cc1 | i | -1 | -1 | -1.2 | 7 | -2 | -15 | -22 | -2 | 0.8
COCCCNC(=O)c1c(N)n(-c2cccc(S(N)(=O)=O)c2)c2nc3ccccc3nc12 | -0.5 | 1 | 138* | 1.0 | 2 | 4 | -36 | 2 | 2 | -0.4
CCc1nn(C(CC)C(=O)NCc2cccc(OC)c2)c(=O)c2cc3occc3n12 (centres undefined) | -0.5 | -3 | 2 | 13 | 5 | -3 | -25 | 4 | 7 | 0.2

Reprinted at random: four entries already listed, in no set order.
SMILES | Vc quorum ag | SARS 3CLpro inh | Mtb FBA inh | BioA inh | GDH-TPI inh | Rv3671c inh | PriA SSB inh | MazF activator | DUSP3 inh | UGM FP inh
CCOC(=O)c1ccccc1OC(=O)NNc1ccccc1 | i | . | 1 | -0.5 | 4 | . | -5 | 14 | . | .
CSc1ccc(CN2CCC(N3CCC(C(=O)NC4CC4)CC3)CC2)cc1 | -0.4 | . | 1 | -4.2 | 24 | . | . | -6 | . | .
COc1ccccc1CN1CCNC(=O)C1CC(=O)NCCCN1CCCC1=O (centres undefined) | -0.4 | -1 | 0 | 0.2 | 3 | -5 | 13 | 6 | 9 | 1.8
CCOc1ccc(S(=O)(=O)/N=C(/Nc2ccc(S(N)(=O)=O)cc2)c2ccccc2)cc1 | i | . | -2 | 6.8 | -2 | 0 | . | -3 | . | 2.9

(listing goes on)
SMILES | Vc quorum ag | SARS 3CLpro inh | Mtb FBA inh | BioA inh | GDH-TPI inh | Rv3671c inh | PriA SSB inh | MazF activator | DUSP3 inh | UGM FP inh
C[C@@H]1C[C@H](O)c2cc(Cl)ccc2N1 | 3.4 | -1 | 0 | -0.9 | -2 | 11 | 4 | 8 | 6 | -0.1
Cn1c(=O)c2c(n3cnnc13)-c1ccccc1CC21CCCC1 | i | -5 | -1 | 2.2 | 1 | -2 | -3 | 1 | 9 | 4.3
C=C(C)C1CC=C(C)/C(=N\NC(=S)Nc2ccc(C)cc2)C1 (centres undefined) | -0.7 | -6 | 6 | -0.3 | 0 | 0 | . | -2 | 8 | -2.8
CCOc1ccc(OCC)c(NC(=O)c2[nH]c(C)c(C(C)=O)c2C)c1 | . | 0 | 4 | 0.9 | -2 | 1 | -8 | 3 | 3 | -1.3
CC(C)C(NC(=O)C1CCC(C(C)(C)C)CC1)C(=O)NCCCN1CCCCC1 (centres undefined) | i | 0 | 2 | . | 3 | 7 | -6 | -2 | 16 | -6.2
COC(=O)c1ccccc1NC(=O)CN1CCC(C)CC1 | -0.2 | 2 | 4 | -0.5 | -4 | 2 | -13 | -9 | 17 | -0.1

Bioassay records deposited in PubChem BioAssay by several laboratories.
